Screening data: PubChem BioAssay, several laboratories
STK33 kinase inh: human STK33 kinase inhibition. Q9BYT3. purified STK33, MBP phosphorylation, ADP-Glo luminescence. inhibition, % at 10 µM. actives 0.073% (n = 320,000);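 active = inhibition at or above 25%, using the most active replicate where run in duplicate; inactive = inhibition below 25%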
Target sequence (Q9BYT3 whole entry, looked up): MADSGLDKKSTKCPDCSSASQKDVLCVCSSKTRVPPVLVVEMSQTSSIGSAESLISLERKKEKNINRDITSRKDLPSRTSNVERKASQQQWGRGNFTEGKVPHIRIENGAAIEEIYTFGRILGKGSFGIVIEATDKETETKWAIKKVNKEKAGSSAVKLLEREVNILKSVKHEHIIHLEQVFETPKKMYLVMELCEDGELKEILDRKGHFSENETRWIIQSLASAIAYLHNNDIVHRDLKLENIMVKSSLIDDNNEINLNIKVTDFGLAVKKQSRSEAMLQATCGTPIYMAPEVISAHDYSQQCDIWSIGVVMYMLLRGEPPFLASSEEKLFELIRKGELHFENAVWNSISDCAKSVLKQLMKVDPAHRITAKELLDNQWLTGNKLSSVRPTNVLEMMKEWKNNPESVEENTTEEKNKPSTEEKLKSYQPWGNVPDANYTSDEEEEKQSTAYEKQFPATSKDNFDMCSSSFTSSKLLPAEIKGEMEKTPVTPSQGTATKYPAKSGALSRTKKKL
Kir21 inh: inhibitors of mouse Kir2.1 inward-rectifier potassium channel; P35561; HEK293-Kir2.1, FluxOR thallium flux fluorescence; stronger effect = lower value; B-score at 10 µM; actives 0.85% (n = 310,000);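 active = fluorescence ratio B-score at or below minus 3 SD of library scores, with starting-brightness B-score within 2 SD, cut at about -4.2 in these data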;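 also: channel flux triggered by added potassium and thallium sulfate stimulus; B-score of peak minus minimum fluorescence over baseline after thallium stimulus; more negative B-score means stronger Kir2.1 block with less thallium influx; some compounds called inactive have numbers as strong as hits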
Target sequence (P35561 whole entry, looked up): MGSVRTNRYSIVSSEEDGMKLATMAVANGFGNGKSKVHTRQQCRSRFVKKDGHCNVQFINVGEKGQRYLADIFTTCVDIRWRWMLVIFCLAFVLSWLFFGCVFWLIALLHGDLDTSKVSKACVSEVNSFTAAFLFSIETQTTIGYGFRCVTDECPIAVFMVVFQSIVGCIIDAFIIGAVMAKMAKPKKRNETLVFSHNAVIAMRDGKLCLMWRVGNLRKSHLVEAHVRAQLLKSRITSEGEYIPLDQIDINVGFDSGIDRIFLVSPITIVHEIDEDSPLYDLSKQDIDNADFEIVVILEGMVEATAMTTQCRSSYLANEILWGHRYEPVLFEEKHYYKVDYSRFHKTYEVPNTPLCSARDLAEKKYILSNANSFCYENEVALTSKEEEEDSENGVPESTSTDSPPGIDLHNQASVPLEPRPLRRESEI
* = called active by the depositor; x = not tested or not shown. Rows are unselected, and some 0.84% of all compounds hit somewhere here.

STK33 kinase inh	Kir21 inh	SMILES
-0.8	0.72	CCc1noc(C)c1C(=O)N1CCCC(N2CCN(c3ccccc3F)CC2)C1 (stereo not drawn)
-1.3	-0.01	COc1cc(C(=O)NNC(=O)c2ccccc2Br)ccc1OCC(=O)N1CCOCC1
-1.4	-2.7	CO/N=C(/CS(=O)(=O)c1ccc(C)cc1)c1ccc(OC)cc1
0.7	0.15	COC(=O)c1c(NC(=O)CSc2nnc(CNc3ccc(Cl)cc3)o2)sc(C)c1C
-1.1	-0.78	COc1ccc(Cc2nnc(SCC(=O)N(c3ccccc3)C(C)C)n(N)c2=O)cc1
-2.0	-0.69	O=C(Nc1ccc(Cl)c(C(=O)N2CCOCC2)c1)c1ccccc1
-1.3	0.17	Cc1ccc2nc(NC(=O)CN3C(=O)NC4(CCCCC4)C3=O)sc2c1
-0.4	x	COc1ccc2nc(Nc3sc4c(c3C(N)=O)CCCC4)sc2c1
-0.9	-0.11	COc1cc(C(=O)N/C(=C\c2cn(C)c3ccccc23)C(=O)NCCN2CCOCC2)cc(OC)c1OC
0.1	0.01	CSc1nc(N)nc(SCCS(=O)(=O)c2ccc(Cl)cc2)c1C#N
2.3	0.51	CCCNc1nc2nc3ccccn3c(=O)c2cc1C(=O)NCCN1CCOCC1
-3.5	-0.75	N#CC1(NC(=O)COC(=O)C23CC4CC(CC(O)(C4)C2)C3)CCCCC1
1.5	-2.3	Cc1cc2c(cc1C)-c1nnnn1C(C)(C)C2
-0.2	1.8	O=C(CSCc1cccc(F)c1)N1CCN(c2ccccc2)CC1
-1.5	0.95	O=C(NC1CCCCC1)c1cc(-c2ccccc2Cl)on1
-0.8	-0.13	CC(C)(C)n1nc2c(c1NC(=O)c1ccc(Br)o1)CS(=O)C2 (stereo not drawn)
-0.4	-0.34	Cc1ccc(S(=O)(=O)N(C)CC(=O)N2CCN(Cc3ccc4c(c3)OCO4)CC2)cc1
-1.6	-8.5	O=C1NC(=Nc2ccccc2Cl)S/C1=C\c1cc([N+](=O)[O-])ccc1O
2.3	-0.03	CC(C)c1c(C(=O)N/N=C/c2c[nH]c3ccccc23)nnn1-c1nonc1N
-1.2	-0.57	OC(CN1CCCCCC1)CN(c1ccccc1)c1ccccc1 (stereo not drawn)
3.7	0.21	O=C(Nc1ccc(C(=O)N2CCOCC2)cc1)c1cnn2c(C(F)F)cc(-c3ccccc3)nc12
0.6	-2.6	COc1ccccc1N(CC(=O)NCCSc1ccc(Cl)cc1)S(C)(=O)=O
-4.4	-0.48	O=C(O)/C=C/C(=O)Nc1ccc(Cc2ccc(NC(=O)/C=C/C(=O)O)cc2)cc1
-1.5	-0.82	NS(=O)(=O)c1ccc(-n2cccc2C=O)cc1
-0.1	-1.7	CN(C)S(=O)(=O)c1cc(NC(=O)c2cc(=O)[nH]c3ccccc23)ccc1Cl
-0.5	-0.56	COc1ccc(S(=O)(=O)NC2CC3CCC2C3)cc1Br (stereo not drawn)
-0.9	1.7	CC(C)(C)c1ccc(C(=O)NC(=S)N2CCCCCC2)cc1
-0.8	0.02	Cc1ccc(NC(=O)c2nc[nH]c2C(=O)N[C@@H](C)c2ccccc2)cc1
-0.4	-0.3	CC1CCOC2(O1)C(=O)Nc1ccccc12 (stereo not drawn)
3.5	1.1	CCOc1cc2c(cc1/C=C(/C#N)c1ccc(C(=O)O)cc1)OCO2
2.8	0.37	CCc1cccc(CC)c1NC(=S)NCC(c1cccnc1)N1CCOCC1 (stereo not drawn)
-1.1	-0.54	COc1ccc2c(c1)CCc1c(C(=O)N3CCCc4ccccc43)noc1-2
x	2.8	C(=C\c1ccccc1)/CN1CCN(C(c2ccccc2)c2ccccc2)CC1
1.3	2.2	COc1ccc(-n2nc3c(c2NC(=O)C(C)C)CSC3)cc1
-4.8	-1	COc1ccc(-n2c(CCc3ccccc3)nnc2SCC(=O)c2ccc(Cl)cc2)cc1
-2.1	-3	CC1CCN(c2nc3c(c(=O)[nH]c(=O)n3C)n2Cc2ccccc2)CC1

Among those listed so far, these have an NH in an aromatic ring.
STK33 kinase inh	Kir21 inh	SMILES
2.3	-0.03	CC(C)c1c(C(=O)N/N=C/c2c[nH]c3ccccc23)nnn1-c1nonc1N
-0.1	-1.7	CN(C)S(=O)(=O)c1cc(NC(=O)c2cc(=O)[nH]c3ccccc23)ccc1Cl
-0.8	0.02	Cc1ccc(NC(=O)c2nc[nH]c2C(=O)N[C@@H](C)c2ccccc2)cc1
-2.1	-3	CC1CCN(c2nc3c(c(=O)[nH]c(=O)n3C)n2Cc2ccccc2)CC1

Other results.
STK33 kinase inh	Kir21 inh	SMILES
-1.8	-0.47	O=C(CCSCCC(=O)NCC1CCCO1)NCC1CCCO1 (stereo not drawn)
2.5	-0.38	CC(=O)c1ccc(OCC(O)CN2CCN(CCN3C(=O)c4cccc5cccc(c45)C3=O)CC2)cc1 (stereo not drawn)
-1.2	0.43	C#CCSc1nc(C)cc(C(=O)OCC)c1C#N
-0.7	0.02	COc1ccc(S(=O)(=O)N(C)CC(=O)NCCN2CCOCC2)cc1Cl
-2.5	-0.17	COc1ccccc1CN1CCSCC1
0.6	-0.52	CCN(CC)CCN(C(=O)c1ccc(S(=O)(=O)N(C)C2CCCCC2)cc1)c1nc2c(C)cccc2s1
0.0	0.55	CCCc1cc(=O)[nH]c(Nc2ccc(Cl)cc2)n1
x	0.22	O=C(Cc1cccc2ccccc12)Nc1ccc(N2CCOCC2)cc1
0.8	-0.64	O=C(O)C1CC(=O)N(c2ccc(OCc3ccc(Br)cc3)cc2)C1 (stereo not drawn)
-0.3	-0.07	CCN(CC)S(=O)(=O)c1ccc(C)c(NS(=O)(=O)c2cc(/C=C/C(=O)O)cc(OC)c2OC)c1
-1.3	2.5	O=c1cc(N2CCCCC2)c(-c2ccccc2)nn1Cc1ccc(Cl)cc1Cl
-1.9	-0.01	CC(C)C(=O)Nc1ccc(C(=O)NNC(=O)c2ccco2)cc1
-0.8	1.1	CCOc1ccc(C(=O)O/N=C(\N)c2ccc([N+](=O)[O-])cc2)cc1OCC
-1.5	-0.02	COC(=O)C1=C(C)OC(N)=C(C#N)C1c1cccnc1 (stereo not drawn)
0.3	-0.47	O=C(OCC(=O)N1CCCC1)c1c(Cl)cccc1Cl
-1.9	-0.59	O=C(NCCS(=O)(=O)N1CCN(c2ccc(F)cc2)CC1)c1ccc(Br)o1
-1.2	0.35	COc1ccc(NC(=O)c2nnn(CC(=O)Nc3ccc4c(c3)OCO4)c2N)c(OC)c1
-1.8	0.2	COc1ccc(CCNC(=O)c2ccc3c(c2)OCCO3)cc1
-1.1	0.76	CCCNc1c(N)n(-c2ccccc2)c(=O)[nH]c1=O
-0.8	0.87	O=C(CCc1nc2ccccc2c(=O)[nH]1)NNC(=O)COc1ccc(Br)cc1
-1.6	0.23	COc1cc(NC(=O)CN2CCCCC2C)c(C)cc1[N+](=O)[O-] (stereo not drawn)
-1.2	0.05	O=C(CN(C(=O)CCC(=O)Nc1nccs1)c1ccc(F)cc1)NCc1ccco1
-0.6	1.4	CC(C)c1ccc(NS(=O)(=O)c2cn(C)c(=O)n(C)c2=O)cc1
-0.5	1	CCOc1ccc(CCNC(=O)COC(=O)CNS(=O)(=O)c2ccc(C)cc2)cc1OCC
-1.0	0.93	CC(C)CN1C(=O)/C(=C/c2ccco2)NC1=S
0.2	-0.44	CCC(=O)N1CCN(c2cc(N3CCCC3)c(F)cc2[N+](=O)[O-])CC1
-1.1	-0.02	COCCCNC(=O)CN1CCN(Cc2ccc(Cl)cc2)C1=O
0.5	-0.46	CC1CCCC(C)N1CC(O)COCc1ccccc1F (stereo not drawn)
-2.2	x	C=CCN(c1ccccc1OC)S(=O)(=O)c1cccc(C(=O)Nc2nnc(C3CC3)s2)c1
0.7	1.9	O=C(Nc1nc2ccccc2[nH]1)C1CCCO1 (stereo not drawn)
-0.3	0.09	CCc1nnc(NC(=O)c2ccc(S(=O)(=O)N3CCc4ccccc4C3)cc2)s1
-1.1	-2.8	O=C(O)c1ccc(/C=C2\COc3ccccc3C2=O)cc1
-0.8	-0.01	CC(=O)c1ccc(-n2c(CCC(=O)O)ccc2-c2ccc(Br)cc2)cc1
1.5	0.29	O=C(Nc1ccc2c(c1)OCCO2)c1ccncc1
-0.7	x	CCN(C(=O)CSc1nc2ccc(C)cc2[nH]1)C1CCS(=O)(=O)C1 (stereo not drawn)
-0.4	-0.02	COC(=O)CCCCCN1C(=O)NC(c2ccccc2)C(C(=O)OCc2ccccc2)=C1C (stereo not drawn)
-1.9	0.15	COc1ccc(S(=O)(=O)N(CC(=O)NC2CC2)C2CCCCC2)cc1Cl
0.9	0.2	CCOC(=O)C1=C(COC(=O)/C=C/c2cccc(OC)c2OC)NC(=O)NC1C (stereo not drawn)
1.0	-0.62	O=c1oc(Cc2ccccc2)nc2ccccc12
0.2	0	CC(CN1C(C)CCCC1C)OC(=O)c1ccc(Cl)cc1 (stereo not drawn)
0.0	-0.49	CCOc1ccc(S(=O)(=O)Nc2ccc(C(=O)NCCCN3CCCC3=O)cc2)cc1
0.0	-6.6*	CCN(c1nc(C)cc(OC)n1)S(=O)(=O)c1ccccc1
-0.7	-1.1	CCOC(=O)C1=C(CN2CCN(C(=O)c3ccco3)CC2)NC(=O)NC1c1ccc(F)cc1 (stereo not drawn)
-1.2	-0.41	O=C(O)c1ccc(S(=O)(=O)c2ccccc2C(=O)O)c([N+](=O)[O-])c1
-0.9	-0.15	CC(C)S(=O)(=O)c1csc(NC(=O)Nc2cc(Cl)ccc2Cl)c1Cl
0.2	-0.38	COc1ccc(CCNC(=O)C(=O)c2cn(CC(=O)N3CCOCC3)c3ccccc23)cc1
2.2	1.4	COc1ccccc1N1CCN(CC(=O)c2c(C)[nH]c3cc(C)ccc23)CC1
-1.6	0.06	Cc1ccc(S(=O)(=O)Nc2ccccc2-c2ccccc2NS(=O)(=O)c2ccc(C)cc2)cc1
-1.2	-0.8	Cc1ccc(F)c(NC(=S)Nc2cccc3ccccc23)c1
-0.9	0.73	Nc1nccc(-c2cccs2)n1
0.5	0.01	C=CCSc1nc2c(cnn2-c2ccc(C)c(C)c2)c(=O)[nH]1
-1.5	0.59	CC(OC(=O)CCC1CCCCC1)C(=O)Nc1ccc(S(N)(=O)=O)cc1 (stereo not drawn)
-0.8	0.02	CCCSc1nnc(-c2c[nH]c3ccccc23)n1C
0.2	0	O=C(NN1C(=O)C2C3C=CC(C4CC34)C2C1=O)c1ccc(Cl)cc1Cl (stereo not drawn)
-0.2	0.38	Cc1cc(=O)[nH]c(SCC(=O)c2ccc(C(C)C)cc2)n1
0.5	0.32	Cc1ccc(CC(=O)N2CCN(c3cccc(C(F)(F)F)c3)CC2)cc1
-1.5	0.08	O=C(CN1CCN(c2ccccc2O)CC1)NC(=O)NCc1ccco1
0.2	1.3	C=CCSc1nc2sc(C)c(C)c2c(=O)n1N
-0.1	x	COc1cc(C(O)CO)ccc1O (stereo not drawn)
-0.7	0.03	COc1ccc(NC2CCCN(C(=O)c3ccc(C(C)=O)s3)C2)cc1 (stereo not drawn)

Quoted from the listing:
Under Kir21 inh, CC(OC(=O)CCC1CCCCC1)C(=O)Nc1ccc(S(N)(=O)=O)cc1 (stereo not drawn) is entered as 0.59
Under Kir21 inh, C=CCSc1nc2sc(C)c(C)c2c(=O)n1N is entered as 1.3

Continued:
STK33 kinase inh	Kir21 inh	SMILES
0.1	1.7	Cc1cccc(NC(=S)N(Cc2cccs2)Cc2cc3cc(C)ccc3[nH]c2=O)c1
-0.5	1	CCOC(=O)C1=NNC(C(=O)c2ccc(C)cc2)C1c1ccc(OC)cc1 (stereo not drawn)
-0.3	-0.36	CCN(CC(=O)NCc1ccc(F)cc1)CC(=O)NC1CCCC1
-1.5	2.2	CCOc1cc(S(=O)(=O)N2CCCC2)c(C)cc1C
-0.9	-0.75	CCC(c1c(C)n(C)n(-c2ccccc2)c1=O)c1c(C)n(C)n(-c2ccccc2)c1=O
8.0	0.28	Cc1ccc(Nc2nc(-c3cccnc3)nc3ccccc23)cc1
-0.4	1.3	CN1CCN(S(=O)(=O)c2cccc(C(=O)Nc3cccc([N+](=O)[O-])c3)c2)CC1
-0.2	0.3	Cc1ccc(S(=O)(=O)N(C)C)cc1NC(=O)COC(=O)/C=C/c1cccs1
0.1	1.1	CCC(C)(C)n1nnnc1C(c1ccncc1)N1CCC(C)CC1 (stereo not drawn)
0.2	0.23	COC(=O)COc1cccc(NC(=O)c2ccccc2)c1
-2.6	-0.45	COc1ccc(OC)c(NC(=O)CSc2nnc(-c3ccncc3)s2)c1
-0.2	0.05	CCC(C)c1ccc(OCCN2CCCC2)cc1 (stereo not drawn)
0.3	-0.02	COc1ccccc1OCCSc1ncnc2nc[nH]c12
-0.7	0.23	Cc1[nH]c2ccccc2c1CC#N
1.1	0.97	S=C(Nc1ccccc1)Nc1cccc(Cl)c1Cl

6 compounds already listed, arranged by heavy-atom count, largest number first.
STK33 kinase inh	Kir21 inh	SMILES
0.1	1.7	Cc1cccc(NC(=S)N(Cc2cccs2)Cc2cc3cc(C)ccc3[nH]c2=O)c1
-0.4	1.3	CN1CCN(S(=O)(=O)c2cccc(C(=O)Nc3cccc([N+](=O)[O-])c3)c2)CC1
-2.6	-0.45	COc1ccc(OC)c(NC(=O)CSc2nnc(-c3ccncc3)s2)c1
-0.3	-0.36	CCN(CC(=O)NCc1ccc(F)cc1)CC(=O)NC1CCCC1
0.3	-0.02	COc1ccccc1OCCSc1ncnc2nc[nH]c12
1.1	0.97	S=C(Nc1ccccc1)Nc1cccc(Cl)c1Cl
